High-throughput results: PubChem, several laboratories
NadD inh: blocks S. aureus nicotinate mononucleotide adenylyltransferase; purified NadD enzyme, colorimetric absorbance read-out; inhibition, % at 20 µM; 0.78% of 360,000 active; in the data active means inhibition above about 26%; further: some compounds past the cut are filed as inactive
MsrA inh: inhibitors of bovine MsrA; 0.75% of 360,000 active; purified bovine MsrA, absorbance read-out; inhibition, % at 15.5 µM; in the data active means inhibition above about 4.5%;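 further: 0% = vehicle wells with enzyme and 100% = reference inhibitor wells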
Scp1 inh: Scp-1 (human) phosphatase inhibition; inhibition, % at 20 µM; AID 493091; 0.88% of 340,000 active; Recombinant Scp1, phosphopeptide, malachite green phosphate absorbance;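 active means inhibition above about 50% at 20 µM, limit read from the data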;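 further: plate controls were DMSO wells with enzyme for no effect and wells lacking enzyme for full effect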
Target sequence (Q9GZU7 76-261 limits assumed): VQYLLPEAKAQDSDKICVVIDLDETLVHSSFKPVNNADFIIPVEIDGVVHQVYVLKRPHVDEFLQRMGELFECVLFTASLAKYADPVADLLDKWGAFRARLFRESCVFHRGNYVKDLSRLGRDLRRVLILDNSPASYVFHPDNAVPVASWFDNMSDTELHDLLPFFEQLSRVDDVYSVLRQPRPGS
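Material: truncated SCP-1 phosphatase (76-261aa) / Buffer or medium: 50 mM Tris acetate pH 5.5, 0.005% Tween-20, 10 mM MgCl2 / Compound dosing: one concentration, 20 µM, with 1.0% DMSO / Incubation: 45 min room-temperature reaction, 5 min colour, 30 min stabiliser / Detection: colorimetric free-phosphate detection, absorbance 630 nm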
TbMetRS inhib: blocks T. brucei methionyl-tRNA synthetase activity | purified T. brucei MetRS, ATP depletion, Kinase-Glo luminescence | inhibition, % at 11.9 µM | 0.4% of 360,000 active | AID 624268;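 active means inhibition above a per-plate cutoff of the control wells' mean inhibition plus 3 SD, cut at about 5.5% in these data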;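 further: 0% = DMSO wells median and 100% = median of wells with control inhibitor compound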
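Test system – parasite MetRS enzyme · Reagent – substrates ATP, L-methionine and bulk Escherichia coli tRNA · Doses – 11.9 µM compound single dose, 0.9% DMSO · Times – 15 min enzyme-compound preincubation, 2 h reaction, 10 min detection, 25 °C · Signal – Kinase-Glo luminescence, ATP depletion format · Controls – DMSO-only wells as low control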
CSN deneddyl inh: blocks human CSN-mediated cullin deneddylation | Q92905 | inhibition, % at 12.5 µM | 0.38% of 360,000 active | AID 651999 | Purified CSN, SCF-Nedd8-OG deneddylation, fluorescence polarization;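 active means pattern-corrected inhibition above about 35%, with an unprinted fluorescence ratio check between 0.5 and 1.5, limit read from the data, passing the limit was not always enough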;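 further: 0% = enzyme with substrate and 100% = substrate without enzyme; some results filed as inactive read as strong as hits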
Target sequence (Q92905 whole entry, looked up, one chain of several): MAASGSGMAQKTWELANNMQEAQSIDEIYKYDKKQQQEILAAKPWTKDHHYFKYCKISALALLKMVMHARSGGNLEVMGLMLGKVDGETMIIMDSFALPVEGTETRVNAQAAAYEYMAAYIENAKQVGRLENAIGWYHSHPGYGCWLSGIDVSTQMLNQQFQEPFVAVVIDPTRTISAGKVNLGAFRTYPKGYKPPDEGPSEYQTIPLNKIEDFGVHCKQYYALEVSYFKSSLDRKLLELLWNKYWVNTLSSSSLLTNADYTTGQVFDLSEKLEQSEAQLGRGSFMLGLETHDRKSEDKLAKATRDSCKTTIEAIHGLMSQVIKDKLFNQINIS
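Material: purified human Csn5 enzyme expressed in HEK293T cells / Medium: Tris buffer pH 7.5, NaCl, DTT, Tween-20, trehalose, ovalbumin / Compound dosing: 12.5 µM single point / Schedule: 90 min incubation of compound, enzyme and substrate at room temperature / Signal: fluorescence polarization of the substrate / Control set: no-enzyme wells high, enzyme-with-substrate wells low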
SUMO1-SIM PPI: alters human SUMO1 binding to SIM partners | P63165 | inhibition, % at 20 µM | SUMO1 binding to a labelled peptide, TR-FRET, 1 h | 0.33% of 360,000 active | AID 602429; in the data active means inhibition above about 37%
LMPTP block: LMPTP (human) inhibition; P24666; inhibition, % at 20 µM; 0.22% of 360,000 active; recombinant LMPTP-A, OMFP fluorogenic substrate, fluorescence intensity;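 active means compounds that cut the enzyme signal by at least half of the control window in the single-dose screen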;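 further: plate controls were DMSO wells with enzyme plus substrate for no effect and substrate without enzyme for full effect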
Target sequence (P24666 whole entry, looked up): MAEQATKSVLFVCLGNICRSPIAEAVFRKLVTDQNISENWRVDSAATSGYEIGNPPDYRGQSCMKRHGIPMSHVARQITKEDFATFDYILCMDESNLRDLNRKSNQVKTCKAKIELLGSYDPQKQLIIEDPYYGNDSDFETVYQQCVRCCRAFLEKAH
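Test system: LMPTP-A phosphatase enzyme. Amount: LMPTP-A at 0.625 nM final in the reaction. Reagent: OMFP substrate, 400 µM final. Times: 50 min at room temperature. Signal: endpoint fluorescence intensity from OMFP dephosphorylation. Read-out basis: % inhibition. Benchmarks: no-enzyme and uninhibited controls.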
DNMT1 inh: inhibitors of human DNMT1; P26358; DNMT1 molecular beacon, Hinp1I cleavage, fluorescence; inhibition (reported as % activation of signal), % at 10 µM; 0.83% of 360,000 active; in the data active means inhibition above about 50%
Rpn11 inh: Rpn11 (human) deubiquitinase inhibition; O00487; calls only at 20 µM; 0.59% of 360,000 active; human 26S proteasome, Ub4-pepOG fluorescence polarization; 20S core pre-blocked with epoxomicin;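 active means inhibition at 20 µM, scaled to each plate's controls, above about 33%, limit read from the data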
Target sequence (O00487 whole entry, looked up): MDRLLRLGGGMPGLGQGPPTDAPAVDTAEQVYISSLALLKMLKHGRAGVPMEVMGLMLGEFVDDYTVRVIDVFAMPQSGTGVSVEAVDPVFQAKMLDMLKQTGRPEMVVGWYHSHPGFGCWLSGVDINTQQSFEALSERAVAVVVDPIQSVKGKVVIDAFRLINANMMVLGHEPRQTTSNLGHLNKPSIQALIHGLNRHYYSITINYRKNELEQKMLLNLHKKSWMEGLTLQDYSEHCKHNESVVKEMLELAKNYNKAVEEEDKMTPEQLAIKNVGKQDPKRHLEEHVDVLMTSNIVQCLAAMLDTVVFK
STEP inh: blocks human striatal-enriched tyrosine phosphatase | P54829 | recombinant STEP, OMFP fluorogenic substrate, fluorescence | inhibition, % at 20 µM | 0.25% of 360,000 active;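 active means inhibition at 20 µM, scaled per plate between control wells, above about 37%, limit read from the data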;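 further: 0% = DMSO with enzyme and substrate and 100% = substrate only without enzyme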
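System: STEP (striatal-enriched tyrosine phosphatase) enzyme, cell-free; medium: Bis-Tris pH 6.0 buffer with DTT, detergent; dosing: 20 µM, 1% DMSO; times: reaction 20 min, ambient temperature; detection: fluorescence, 480/540 nm; read-out basis: normalized % inhibition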
* marks the source's active call; other numbers are inactive results; i = inactive; . = not tested or not shown; + = active, no number.

canonical_smiles	NadD inh	MsrA inh	Scp1 inh	TbMetRS inhib	CSN deneddyl inh	SUMO1-SIM PPI	LMPTP block	DNMT1 inh	Rpn11 inh	STEP inh
COc1ccc(OC)c(CN2CCN(C(=O)c3cccc4ccccc34)CC2)c1	-0.7	-1.2	3.1	-0.2	3.1	13.7	-1.1	0.1	i	1.0
NC(=O)c1ccc(NC(=O)COC(=O)CC2CC3CCC2C3)cc1 (centres undefined)	-2.8	-1.5	-13.2	0.1	1.0	2.1	0.2	-2.2	i	1.7
CC(C)c1cccc(OCCN2CCCC2)c1	-2.2	-0.5	-5.0	-0.3	3.3	-0.3	-6.7	-1.6	i	3.0
Cc1cc(SCC(=O)OCC(=O)NCc2ccc3c(c2)OCO3)c(C)cc1Br	1.9	2.3	-8.0	-0.6	2.8	0.9	3.5	4.8	i	-0.5
CCOc1ccc(NC(N)=O)cc1OCC	1.2	1.0	-17.3	-0.5	4.0	-2.3	-0.9	-5.2	i	0.8
C[C@@H]1CN(S(=O)C(C)(C)C)[C@H](CCO)/C1=C\CCO (some centres undefined)	0.5	-0.4	-8.3	0.4	1.8	3.7	-1.1	3.5	i	-2.2
O=C1c2cccc3c([N+](=O)[O-])ccc(c23)C(=O)N1Cc1cccnc1	5.9	7.9*	-10.7	-0.3	-16.6	-17.0	4.1	40.0	i	-0.6
CN(CC(=O)N1CCc2ccccc21)S(=O)(=O)c1ccc(Cl)cc1	-7.8	-0.1	-6.8	-0.6	-1.0	2.6	0.3	0.7	i	-1.9
CCc1ccc(S(=O)(=O)NCc2cccnc2)cc1	-2.3	0.1	-4.7	0.5	5.4	3.2	-2.0	-3.6	i	3.3
O=C(/C=C/c1ccccc1)NCCS(=O)(=O)N1CCN(c2ccccc2F)CC1	-9.8	1.1	3.7	-0.2	-0.3	-4.1	-0.2	39.7	i	-1.3

Taken from above:
For SUMO1-SIM PPI, `CC(C)c1cccc(OCCN2CCCC2)c1` has -0.3
For Scp1 inh, `NC(=O)c1ccc(NC(=O)COC(=O)CC2CC3CCC2C3)cc1` (centres undefined) has -13.2

Next section:
canonical_smiles	NadD inh	MsrA inh	Scp1 inh	TbMetRS inhib	CSN deneddyl inh	SUMO1-SIM PPI	LMPTP block	DNMT1 inh	Rpn11 inh	STEP inh
Cc1cc(C)n2nc(SCC(N)=O)nc2n1	2.7	-1.3	1.6	0.3	7.9	3.2	-0.7	3.9	i	-2.9
CCOC(=O)c1nonc1NC(C)=O	-7.1	-0.5	-5.5	-1.3	-2.3	5.4	-0.7	3.7	i	2.6
Cc1[nH]n(-c2nc(-c3ccc(Cl)cc3)cs2)c(=O)c1N=Nc1ccc(O)cc1	36.7*	0.3	-5.2	-1.2	-9.5	-17.5	6.2	-7.8	+	9.2
O=C(OCCN1CCN(c2ncc(C(F)(F)F)cc2Cl)CC1)c1ccc(Cl)cc1	4.8	-0.8	4.1	0.6	-0.6	2.3	3.9	-1.5	i	3.6
Clc1ccc(CCNc2ncnc3c2nnn3Cc2ccccc2)cc1	3.5	0.8	4.5	-0.8	-1.3	6.6	-1.2	2.8	i	-0.2
O=C(c1ccc([N+](=O)[O-])s1)N1CCN(c2ccc(C(F)(F)F)cn2)CC1	-8.7	-0.6	-2.0	-0.6	-1.5	-36.4	0.7	-4.1	i	-0.3
COc1cc(C(=O)N2CCN(C3=NS(=O)(=O)c4ccccc43)CC2)cc(OC)c1OC	-4.2	-0.3	.	-0.1	-4.2	1.6	-1.4	7.4	i	-2.8
CN1C[C@@H]2C(c3ccc(Cl)nc3)C3(c4ccc(C#N)cc4)CC2(C3)[C@H]1c1ccccc1 (some centres undefined)	7.4	1.0	-0.2	-0.2	3.2	11.9	0.9	6.8	i	1.9
CCC(CO)Oc1cc(NC(=O)c2ccccc2F)c2ncn(C(C)C)c2c1 (centres undefined)	5.0	0.0	4.0	0.0	4.5	92.0*	-2.3	-30.1	i	1.8
CCc1cccc(OCC(=O)Nc2ccc(S(=O)(=O)Nc3ccccn3)cc2)c1	5.7	1.2	-3.3	0.8	2.1	1.3	1.0	-0.7	i	2.1

Going on with the list.
canonical_smiles	NadD inh	MsrA inh	Scp1 inh	TbMetRS inhib	CSN deneddyl inh	SUMO1-SIM PPI	LMPTP block	DNMT1 inh	Rpn11 inh	STEP inh
O=C(CCc1ccccc1)Nc1ccncc1	-1.8	0.1	3.1	-0.3	-2.9	-0.4	-2.0	-7.0	i	0.9
CCOc1ccccc1-c1nn2c(Cc3ccccc3)nnc2s1	5.9	1.2	5.4	-0.7	0.7	1.3	3.0	-1.8	i	-0.8
COc1cc2c(cc1OC)C(C(=O)Nc1ccccn1)C(c1cccnc1)N(C)C2=O (centres undefined)	0.5	-0.6	-8.1	0.0	0.3	-2.3	-1.4	1.2	i	-3.1
COc1ccccc1Cn1c(=S)[nH]c2cc(C(=O)NCCN(C)C)ccc2c1=O	-0.8	1.6	-6.5	0.1	-0.4	3.3	-2.6	-0.1	i	1.3
CN(CC(=O)Nc1ccccc1Cl)C(=O)CN1C(=O)C2CC=CCC2C1=O (centres undefined)	-2.0	0.6	2.8	-0.4	-1.9	1.6	-0.9	0.6	i	-1.8
CCOC(=O)C(=O)Nc1ccc(Oc2ccccc2)cc1	-4.4	0.0	-8.0	-0.1	-1.8	4.9	-0.3	-0.8	i	2.2
O=C(Nc1cc(Cl)ccc1N1CCOCC1)c1ccco1	-1.4	-1.4	4.0	-0.3	-1.2	4.5	-0.7	4.6	i	0.7
O=C(Nc1ccc(Br)cc1Cl)NC1CC1	-4.7	0.8	-4.6	0.0	5.5	-0.4	-2.8	3.8	i	-3.1
COc1cccc(C(N)=O)c1	-1.1	-0.4	-1.3	-0.6	2.9	5.7	-1.7	0.2	i	-4.4
CN(C)C(=O)c1ccc(NC(=O)c2cc(-c3ccco3)nc3ccccc23)cc1	13.0	1.9	65.8*	0.0	26.2	-12.0	12.0	50.2*	i	13.0

(continued)
canonical_smiles	NadD inh	MsrA inh	Scp1 inh	TbMetRS inhib	CSN deneddyl inh	SUMO1-SIM PPI	LMPTP block	DNMT1 inh	Rpn11 inh	STEP inh
CC(=O)NC12CC3CC(C1)CC(C(=O)OCC(=O)NC(=O)c1cccn1C)(C3)C2	2.6	-0.3	2.5	-0.3	3.4	-3.4	-1.6	-5.2	i	-1.5
CC1(C)N=C(N)N=C(N)N1c1ccc(CCCCc2ccccc2)cc1	-5.0	-0.1	.	-0.1	2.6	-35.7	2.2	-2.8	i	5.8
Cc1ccsc1C1NC(=O)c2ccccc2N1 (centres undefined)	-0.7	0.7	-12.2	0.1	4.6	2.9	-1.2	1.0	i	-2.1
Cc1ccc(CNc2ccc3c(c2)ncn3C(C)(C)C)cc1	-4.8	-0.4	-4.1	-0.5	-0.4	-0.5	5.3	0.2	i	4.1
O=S1(=O)OCCC(c2ccccc2)N1Cc1ccccc1 (centres undefined)	-2.3	-0.1	-8.6	-0.2	4.4	9.4	0.2	4.9	i	1.5
C#CCOCCOCCOCCNc1nc(N2CCN(C(=O)[C@H]([C@@H](C)O)n3cc(CCCCN)nn3)CC2)nc(N2CCN(C(=O)[C@H](CCCCN)n3cc(CCCC)nn3)CC2)n1	-5.1	-1.0	11.4	0.2	-1.6	-27.4	-3.5	2.7	i	0.3
CC(=O)C1=C(O)C(=O)N(CCN2CCOCC2)C1c1ccc(N(C)C)cc1 (centres undefined)	-4.9	1.7	-7.2	-0.9	-1.9	-1.9	-1.3	-7.2	i	0.9
O=C(O)C1CCN(C(=O)c2ccccc2C(=O)N2CCC(C(=O)O)CC2)CC1	-6.1	-0.3	-12.2	-0.4	-0.2	-2.0	-1.2	-3.1	i	1.4
CCOC(=O)c1c(S(=O)(=O)NCC(=O)Nc2cc(C)ccn2)c(C)n(C)c1C	-7.0	0.4	6.8	0.2	3.6	1.6	-2.5	1.2	i	-2.4
S=c1[nH]cc(-c2ccc(Cl)cc2)n1-c1ccccc1	8.2	0.0	10.6	-0.7	-15.1	4.5	-0.9	0.7	i	-4.6

The results go on.
canonical_smiles	NadD inh	MsrA inh	Scp1 inh	TbMetRS inhib	CSN deneddyl inh	SUMO1-SIM PPI	LMPTP block	DNMT1 inh	Rpn11 inh	STEP inh
Cc1ccc(CN(C)C[C@@H]2OCc3cnnn3CCCC(=O)N([C@H](C)CO)C[C@H]2C)cc1	2.5	0.7	.	-1.1	-2.6	1.6	-0.8	1.0	i	2.2
COc1ccc(OC)c(CN2CCN(S(=O)(=O)c3ccccc3)CC2)c1	-2.6	0.1	-10.8	-0.8	4.4	4.1	-1.6	2.6	i	-0.3
CCOC(=O)c1ccc(NC(=O)CN2C(=O)CSCC2=O)cc1	-0.6	0.7	-4.0	-0.8	-0.6	0.2	-1.3	-2.6	i	-1.7
COc1cc(/C=C2\C(=N)N3N=C(S(C)(=O)=O)SC3=NC2=O)ccc1OCCOc1ccccc1C	18.9	2.0	51.0*	0.3	21.2	13.4	5.6	-8.1	i	4.3
Cc1ccc(C(=O)CSc2n[nH]c(-c3ccco3)n2)cc1C	-6.4	-0.1	-8.0	-0.5	6.1	5.5	-0.5	2.5	i	-1.7
CCCCN(C)C(=O)C1CCCN(S(=O)(=O)c2ccc3c(c2)oc(=O)n3C)C1 (centres undefined)	-1.7	-1.4	-11.9	-0.2	-1.5	2.4	-1.5	2.3	i	4.0
O=C(c1ccc2nc(N3CCOCC3)sc2c1)N1CCCC1	4.6	0.2	-12.2	-0.6	2.4	4.0	-1.7	4.9	i	1.6
COc1ccc(/C=N/n2c(SC)nnc2-c2ccccc2)cc1C	2.1	0.3	-3.1	0.1	-0.2	-2.1	0.7	-3.4	i	-4.2
C[C@@H]1CN([C@H](C)CO)C(=O)c2cc(-c3ccc(C(=O)N(C)C)cc3)cnc2O[C@@H]1CN(C)C(=O)c1cccnc1	-3.4	-0.1	.	-0.5	2.3	0.0	-3.2	2.1	i	1.2
c1coc(C2OCC3(CO2)COC(c2ccco2)OC3)c1 (centres undefined)	10.8	-0.7	-5.1	0.2	5.4	-1.1	0.8	1.4	i	0.6
O=C(NCc1ccc2c(c1)OCO2)c1c(O)nc2sccn2c1=O	2.6	-1.7	-5.8	-0.5	-0.8	3.2	53.5*	0.7	i	-0.9
Cc1ccc(Cc2c(-c3ccccc3)nc3c4ccccc4ccn23)cc1	13.6	1.7	.	-0.5	2.0	10.1	6.1	.	.	.
Cc1c(C(C)(C)C)s/c(=N/S(=O)(=O)c2ccccc2)n1C	1.2	0.9	-4.7	0.5	-4.7	19.2	-0.6	-2.3	i	2.7
